High-throughput results: PubChem, The Scripps Research Institute Molecular Screening Center
S1P1 ag = S1P1 (human) receptor agonism; P21453; S1P1 agonist cell-based reporter assay; activation, % at 4.5 µM; 16,000 compounds, 1.5% hits; AID 1044; in the data active means activation above about 80%
Nox1 inh = blocks human NADPH oxidase 1 activity | inhibition, % at 6.7 µM | 16,000 compounds, 0.81% hits | HT29 cells, luminol chemiluminescence ROS | Q9Y5S8
Target sequence (Q9Y5S8 whole entry, looked up): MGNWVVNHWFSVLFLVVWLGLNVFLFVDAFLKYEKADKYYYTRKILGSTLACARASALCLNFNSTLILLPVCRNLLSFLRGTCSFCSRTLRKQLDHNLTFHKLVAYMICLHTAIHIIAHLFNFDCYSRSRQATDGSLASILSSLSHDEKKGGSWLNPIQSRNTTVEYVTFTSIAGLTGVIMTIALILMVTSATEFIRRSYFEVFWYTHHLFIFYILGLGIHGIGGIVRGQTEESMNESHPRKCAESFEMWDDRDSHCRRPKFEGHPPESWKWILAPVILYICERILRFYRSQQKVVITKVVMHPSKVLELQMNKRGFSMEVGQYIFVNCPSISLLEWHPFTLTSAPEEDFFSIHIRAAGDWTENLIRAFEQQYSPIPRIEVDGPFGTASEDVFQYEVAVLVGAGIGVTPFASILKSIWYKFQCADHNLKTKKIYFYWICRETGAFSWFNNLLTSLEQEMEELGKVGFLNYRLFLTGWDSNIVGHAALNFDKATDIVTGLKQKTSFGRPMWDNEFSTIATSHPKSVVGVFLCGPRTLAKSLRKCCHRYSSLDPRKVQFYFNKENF
rat GALR2 agon = activates the rat galanin receptor 2 | O08726 | cell-based GALR2 agonist screen | activation, % at 10 µM | 16,000 compounds, 0.5% hits | AID 833; in the data active means activation above about 15%
Target sequence (O08726 whole entry, looked up): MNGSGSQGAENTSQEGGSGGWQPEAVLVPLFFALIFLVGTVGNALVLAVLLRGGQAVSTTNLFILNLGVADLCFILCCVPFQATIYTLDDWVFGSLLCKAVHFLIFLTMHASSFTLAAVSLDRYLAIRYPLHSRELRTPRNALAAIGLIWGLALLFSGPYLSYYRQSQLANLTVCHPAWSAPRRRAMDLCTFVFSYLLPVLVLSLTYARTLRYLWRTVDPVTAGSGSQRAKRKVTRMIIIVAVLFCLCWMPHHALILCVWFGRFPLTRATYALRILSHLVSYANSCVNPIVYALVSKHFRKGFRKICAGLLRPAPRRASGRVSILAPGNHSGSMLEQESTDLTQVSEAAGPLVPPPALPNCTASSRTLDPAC
NOTCH agonist = agonists of NOTCH signaling; NOTCH signaling luciferase reporter cells, luminescence; activation, % at 2.5 µM; 15,000 compounds, 0.4% hits; AID 434982; in the data active means activation above about 2.2%
PME-1 Maybr inh = Maybridge compound blocking human PME-1; Q9Y570; recombinant PME-1, FP-Rh probe fluorescence polarization; inhibition, % at 9 µM; 16,000 compounds, 0.5% hits; in the data active means inhibition above about 30%
TLR4 MyD88 blk = blocks binding of human TLR4 to MyD88. O00206. Cell-based TLR4-MyD88 binding inhibition assay. inhibition, % at 10 µM. 16,000 compounds, 0.06% hits. AID 811; in the data active means inhibition above about 45%
KOR antag MB = blocks the human kappa opioid receptor, Maybridge compounds. P41145. OPRK1 cells, antagonist mode, fluorescence readout. 16,000 compounds, 0.4% hits. inhibition, % at 9 µM; in the data active means inhibition above about 50%
luminol inh ctr = quenches luminol chemiluminescence in Nox1 counter-screen; HRP/luminol/H2O2 chemiluminescence counterscreen; inhibition, % at 6.7 µM; 16,000 compounds, 0.4% hits; AID 1823; further: reference of the scale not given here
An asterisk follows results filed as active; . = no result given. Unless noted, no stated cut-off is given here; in the data, active means inhibition above about 75%; inactive means the rest. Rows were taken by chance (roughly 4.8% active in at least one column).

SMILES	S1P1 ag	Nox1 inh	rat GALR2 agon	NOTCH agonist	PME-1 Maybr inh	TLR4 MyD88 blk	KOR antag MB	luminol inh ctr
Cc1noc(C)c1NC(=O)NCCN1CCN(Cc2ccccc2)CC1	-5	-39	-6	.	-1	3	-7	0
Cc1ccn2c(C(=O)O)c(C)nc2c1	-5	-41	-6	-1.0	-4	-5	-2	0
COc1ccc(Nc2nc3ccccc3nc2-c2ccccc2)cc1	11	-14	-6	-0.1	10	4	29	2
OC(CNCCNc1nccc(C(F)(F)F)n1)CSc1ccc(F)cc1 (stereo not given)	12	-51	-1	-0.5	-5	2	-4	3
COc1ccc(-c2ccc(OC)cc2C#N)cc1	39	-94	-4	-0.5	0	9	20	2
CNC(=O)Nc1ccc(C2SCCS2)cc1	-19	-6	-2	-0.3	3	-1	11	-3
CCOC(=O)C1CCN(Cc2cccc(NC(=O)c3cccs3)c2)CC1	1	-2	-1	-0.2	-4	-3	50*	-2
Cn1nc(-c2ccc(-c3ccnc(SCC(=O)Nc4ccccc4)n3)s2)cc1C(F)(F)F	15	-31	3	-0.6	-2	11	-22	4
O=C(NNC(=S)NCc1ccco1)c1cc(OCC(F)(F)F)nc(OCC(F)(F)F)c1	47	56	-6	-1.0	24	1	6	22
Cc1csc2c(NC(C)C)ncnc12	15	-75	-4	-5.8	-1	3	-87	3

Compound profiles, from the list above.
`CCOC(=O)C1CCN(Cc2cccc(NC(=O)c3cccs3)c2)CC1` is listed with S1P1 ag: 1; Nox1 inh: -2; rat GALR2 agon: -1; NOTCH agonist: -0.2; PME-1 Maybr inh: -4; TLR4 MyD88 blk: -3; KOR antag MB: 50*; luminol inh ctr: -2
`COc1ccc(Nc2nc3ccccc3nc2-c2ccccc2)cc1` is listed with S1P1 ag: 11; Nox1 inh: -14; rat GALR2 agon: -6; NOTCH agonist: -0.1; PME-1 Maybr inh: 10; TLR4 MyD88 blk: 4; KOR antag MB: 29; luminol inh ctr: 2
`Cc1csc2c(NC(C)C)ncnc12` is listed with S1P1 ag: 15; Nox1 inh: -75; rat GALR2 agon: -4; NOTCH agonist: -5.8; PME-1 Maybr inh: -1; TLR4 MyD88 blk: 3; KOR antag MB: -87; luminol inh ctr: 3

(cont.)
SMILES	S1P1 ag	Nox1 inh	rat GALR2 agon	NOTCH agonist	PME-1 Maybr inh	TLR4 MyD88 blk	KOR antag MB	luminol inh ctr
COc1ccc(-n2ncc(C(=O)N3CCCCC3)c2C)cc1	4	-56	-1	-0.6	0	4	19	3
CSC1=NCCN1S(=O)(=O)c1cc(Cl)c(Cl)cc1Cl	-17	-59	-3	-1.0	8	-2	-14	-1
c1ccc2c(c1)ccc1ncccc12	15	34	0	0.6	7	7	24	-6
CCOC(=O)NC(=S)N1CCSCC1	-12	1	-5	-0.5	7	5	20	-7
O=c1cc(-c2ccccc2)oc2ccc(-c3nn[nH]n3)cc12	-13	-27	-2	0.3	1	-7	-15	-2
O=C(Nc1ccccc1C(=O)NCc1c(F)cccc1Cl)c1ccccc1Cl	15	-78	-8	-0.4	0	3	-18	5
COc1cc(C2SCCS2)cc(Br)c1OC(=O)c1cccs1	-7	-24	-7	-0.1	2	-5	-10	-1
CC(=O)NCCSc1cc(C)c(Cl)cc1C	-1	-8	-3	0.9	28	10	-7	-2
O=C1C=CC(=O)N1c1ccc(F)c(Cl)c1	6	17	-4	0.0	-10	7	1	-1
Cc1ccc(I)c(C(=O)O)c1	7	-10	-3	-0.4	-1	4	-6	0
O=C(NCCSCc1ncc(C(F)(F)F)cc1Cl)c1ccccc1	-3	-49	-7	-0.2	1	-2	-16	0
CN(C)/C=C/C(=O)c1csc(-c2ccccc2)n1	-15	9	-1	0.1	1	-7	10	-4
N#Cc1c(Cl)cccc1NC1CCCCNC1=O (stereo not given)	20	-100	-6	0.1	5	9	-13	-1
O=C1CCC(=O)N1CNc1cc(Cl)c(Cl)cc1Cl	-3	-10	-5	-0.2	4	5	-60	-3
CCOc1cc(N2CCOCC2)c(OCC)cc1NC(C)=O	5	35	-7	-0.2	-2	2	16	2
Cc1nc(-c2cc(C#N)c(NCc3ccccc3)nc2C)cs1	85*	-61	-1	0.0	0	8	-40	3
CCOC(=O)c1cnc(-c2cccs2)[nH]c1=O	0	7	-6	-0.5	5	-18	-3	-4
CO/C(N)=N/C(=S)Nc1ccccc1	2	-43	-7	-0.5	0	-6	19	-2
Cn1nc(C(F)(F)F)cc1OS(=O)(=O)c1cc(Cl)c(Cl)cc1Cl	-2	-45	-9	0.3	-4	-2	2	8
O=C(CO/N=C/c1ccc(Cl)cc1Cl)NNC(=O)c1ccc(Cl)cc1Cl	-7	-61	-3	-0.5	-3	-4	-25	2
N#Cc1ccc(S(=O)(=O)N2CCNC(=O)C2CC(=O)Nc2cc(Cl)ccc2Cl)cc1 (stereo not given)	-6	-14	-7	-4.5	1	-7	15	1
N#CC(C#N)=C(C#N)c1ccco1	-7	-4	-2	-0.1	-9	.	-1	0
N#Cc1c(N)sc2c1CCc1ccccc1-2	-17	103*	-4	1.2	15	-2	-8	1
CC(C)(C)c1ccc(-c2nnc(N)o2)cc1	-7	-14	-7	0.5	7	-3	-14	3
O=C(Nc1csc2ccccc12)N1CCN(C(c2ccccc2)c2ccccc2)CC1	25	-23	-6	0.2	0	0	4	-3
CC1(NC(=O)OCc2ccccc2)CC1NC(=O)OCc1ccccc1 (stereo not given)	12	-49	-2	-0.5	-2	-1	-15	2
COC(=O)c1scc(C)c1NN1C(=O)C=C(C)C1=O	-56	35	-3	-0.7	-2	0	17	15
O=C(Nc1ccc(OC(F)(F)F)cc1)Nc1cc(-c2ccco2)[nH]n1	4	-54	-7	0.8	-13	-4	-1	6
CN(C)c1ccc(C(=O)c2ccccc2)cc1	1	-35	-2	-0.8	-1	3	5	3
CN(C)C=Nc1ccc2nnc(-c3ccccc3)n2n1	-10	12	-4	-0.2	5	6	5	-7

Looked up by compound from above:
SMILES	S1P1 ag	Nox1 inh	rat GALR2 agon	NOTCH agonist	PME-1 Maybr inh	TLR4 MyD88 blk	KOR antag MB	luminol inh ctr
CN(C)C=Nc1ccc2nnc(-c3ccccc3)n2n1	-10	12	-4	-0.2	5	6	5	-7
CN(C)c1ccc(C(=O)c2ccccc2)cc1	1	-35	-2	-0.8	-1	3	5	3
N#CC(C#N)=C(C#N)c1ccco1	-7	-4	-2	-0.1	-9	.	-1	0
N#Cc1ccc(S(=O)(=O)N2CCNC(=O)C2CC(=O)Nc2cc(Cl)ccc2Cl)cc1 (stereo not given)	-6	-14	-7	-4.5	1	-7	15	1

Next structures.
SMILES	S1P1 ag	Nox1 inh	rat GALR2 agon	NOTCH agonist	PME-1 Maybr inh	TLR4 MyD88 blk	KOR antag MB	luminol inh ctr
N#Cc1c(Cl)cccc1NCc1ccc(Cl)cc1	-5	-4	-6	-0.4	0	-1	-9	1
C=CCNC(NC(=O)OCC)(C(F)(F)F)C(F)(F)F	9	-5	-6	.	8	6	-11	-9
Cc1cccc(C(=O)Nc2cc(F)c(Br)cc2F)c1C	2	-44	-6	-0.1	-3	-9	12	1
CC1(C)CCC(C)(C)c2cc(C3=NNC(O)(C(F)(F)F)C3)ccc21 (stereo not given)	-54	14	-6	-0.1	-8	-3	11	-5
CN(NC(=O)/C=C/C(=O)O)c1cc(C(F)(F)F)ccn1	-1	-33	-5	-0.2	1	1	18	4
O=C(Oc1cc(Cl)cc(Cl)c1)c1ccccc1F	-1	-11	-6	-0.2	0	-2	3	-1
O=C(O)c1c(C(F)(F)F)cc[nH]c1=O	7	21	-4	0.1	6	4	11	-7
CSc1ncccc1C1=N/C(=C\c2ccc(C(F)(F)F)cc2)C(=O)O1	-11	-26	-1	-0.1	-2	-4	-20	-1
CN1CCN(NC(NC(=O)c2cccnc2)(C(F)(F)F)C(F)(F)F)CC1	13	-20	-2	0.5	3	.	1	-1
Cc1cccc(C)c1N1C(=O)CSCC1=O	-7	-1	0	0.1	2	6	12	-4
COC(CN=C(NC#N)SC)OC	-2	-22	-9	-1.1	3	-4	5	-1
CSc1nc2ccc(NC(=O)c3ccc4snnc4c3)cc2s1	23	-24	-7	-0.6	-12	9	5	2
Nc1ccc(-n2ccnc2)cc1	7	0	-5	0.1	5	-2	8	-15
NC1=Nc2ccc(Cl)cc2C1(O)c1ccccc1 (stereo not given)	4	-31	-3	-4.5	2	0	3	-2
Cn1cnc(S(=O)(=O)Nc2cc(C(F)(F)F)ccc2N2CCOCC2)c1	25	6	-1	0.6	8	5	25	-5
O=[N+]([O-])c1cccc(-c2nnc(Cc3cc(F)cc(F)c3)o2)c1	-11	60	-4	-0.7	5	-4	3	-4
O=C(O)c1ccc(-c2ccc(Cl)cc2)o1	-18	-32	-6	0.4	-2	-8	-1	3
CCc1cc(C(=O)c2ccc(OC)cc2)c(NC(=O)CSc2nnc(-c3cccs3)n2C)s1	0	-82	-5	-0.3	2	0	-9	0
O=C(Cc1nc(-c2cnccn2)no1)N/N=C/c1ccccc1	5	22	-1	-0.1	7	-2	7	12
Cc1cccc(Cl)c1NNC(=O)Nc1c([N+](=O)[O-])c(C)nn1C	4	-37	-1	0.0	3	9	2	6
COC(=O)c1cc(Cl)cc2c1N[S@](=O)S2	20	9	-5	-0.1	-3	20	7	-3
C/C(=N\NC(=S)Nc1cccc(F)c1)c1ccco1	-20	-73	-1	-0.7	5	.	14	0
Cc1onc(-c2ccccc2Cl)c1NC(=O)N1c2ccc(F)cc2CCC1C (stereo not given)	0	-8	-5	-0.4	-2	8	-18	9
CSc1sc(C(=O)Nc2cccc(Cl)c2)c(-c2cccs2)c1C#N	4	17	-8	-0.8	-12	6	6	-2
O=S(=O)(c1cccc2nsnc12)N1CCCc2ccccc21	-1	-27	-4	0.4	-1	-2	3	1
O=C(O)CC(NC(=O)Cc1cccc2ccccc12)C(=O)O (stereo not given)	21	5	0	-0.3	4	2	14	-8
CCOC(=O)C(=CNNCCC#N)C(=O)OCC	2	-80	-6	-0.7	-3	3	13	7
CCOC(=O)c1c(NC(=S)NC)sc2c1CCCC2	-16	4	0	-0.6	6	-9	-21	98*
CCOC(=O)CSc1nnc(-c2ccncc2)n1-c1ccccc1	-3	5	-6	.	5	-10	-10	-8
Cc1nnsc1C(=O)NC1CCCCNC1=O (stereo not given)	-12	-33	-3	0.0	-2	3	-4	-2
C=CCC1(NCCO)CCCCC1	-4	-21	-6	-0.4	0	5	3	-3
O=C(Nc1ccc(OC(F)(F)F)cc1)N1CCCN(CCc2ccccc2)CC1	12	-39	-5	-0.4	-3	7	-2	3
CCCCC#Cc1ccc(C(=O)N/N=C/c2ccccc2)o1	16	4	-6	-0.7	-27	0	2	-5
O=C(Nc1ccc2c(c1)OCCO2)c1ccc(-c2ccccn2)s1	2	39	-4	-0.5	0	-3	15	-5
Cc1ccc(C)n1-c1cc(-c2ccccc2)[nH]n1	4	-32	-6	-1.0	3	-5	-2	-3
CCOC(=O)C(C)c1ccc2cc(OC)ccc2c1 (stereo not given)	-5	8	-6	-0.3	5	-3	20	-4
COc1cc([N+](=O)[O-])c(C)cc1Sc1ccc(C)cc1	48	14	-7	-0.9	2	-9	9	-6
CC(C(=O)N1CCN(Cc2ccccc2)CC1)N1CCN(Cc2ccccc2)CC1 (stereo not given)	8	-2	-7	-0.9	-6	-4	3	4
CN(NC(=O)c1ccccc1F)c1ccc([N+](=O)[O-])cn1	-6	-3	-7	0.4	2	-3	0	-1
O=C(c1ccccc1)c1ccc[nH]1	-12	-32	-2	-0.5	0	9	4	-2
O=S(=O)(NC1NN=C(c2cc(Cl)cc(Cl)c2O)N1Nc1ccccc1)c1ccccc1 (stereo not given)	13	-31	4	-0.3	15	0	-17	19
C1=C(c2ccccc2)Nc2nnnn2C1	6	-72	-4	-0.4	-5	22	8	3
CCOC(=O)c1cc(C)nn1C(=O)c1c(F)cccc1Cl	4	-14	-5	-0.5	-1	-5	4	-1
Fc1cccc(Cl)c1CSc1nccn1-c1cccnc1	-13	-63	-4	-0.8	0	6	-4	-1
Clc1ccc(CN2CCCNCC2)c(Cl)c1	-4	-11	7	-0.5	4	-56	16	11
CO/N=C1/CC(C)(C)Cc2c(C(=O)O)sc(SC)c21	-1	-53	-6	-0.9	-16	0	12	0
Cn1c(SCC(=O)Nc2ccccc2)nnc1-c1ccco1	-19	-18	-8	0.5	0	-1	-12	2
CC1=C2CCCC2CC/C1=N\Nc1nc(-c2ccccc2)cs1 (stereo not given)	-3	1	-5	-0.2	2	-3	14	0
CC(=O)Nc1ccc([N+](=O)[O-])cc1C(F)(F)F	-4	9	-7	-0.7	0	-2	5	-2
CCOC(=O)/C(C)=N/NC(N)=S	-16	-24	-6	.	21	1	-4	23
CCOC(=O)c1cncc(C#CC(C)(C)O)c1	-20	8	-7	.	3	-7	1	-10

Records listed so far printed as active in S1P1 ag:
smiles	S1P1 ag	Nox1 inh	rat GALR2 agon	NOTCH agonist	PME-1 Maybr inh	TLR4 MyD88 blk	KOR antag MB
Cc1nc(-c2cc(C#N)c(NCc3ccccc3)nc2C)cs1	85*	-61	-1	0.0	0	8	-40
